# Assay outcomes as filed in PubChem.
# Cneo AK release = Cryptococcus neoformans lysis via adenylate kinase release. C. neoformans lysis, adenylate kinase release luminescence, 4 h; normalised: neutral wells 0, clomiphene wells 100. lysis activity, % at 15 µM. hit rate 0.2% among 360,000;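 active means mean lysis activity across replicates of at least 80%, whatever share of replicates individually reach that level; inactive means mean lysis activity below 80%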
#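 Material – log-phase Cryptococcus neoformans yeast cells · Input – 5 × 10^6 yeast cells/mL · Medium – fresh YPD growth medium · Doses – single compound concentration per well · Timing – static 4 h at 37 °C with compound, 1 h detection · Detection – adenylate kinase release luminescence · Read-out – signal increase indicating cell lysis · Control set – Clomiphene as positive lysis control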
# SIRT5 inh = blocks human SIRT5 desuccinylation of peptide; Q9NXA8; Purified SirT5, succinyl-peptide AMC, trypsin-coupled fluorescence; inhibition, % at 15 µM; hit rate 1.1% among 330,000; AID 652115; in the data active means inhibition above about 15%
# Target sequence (Q9NXA8 whole entry, looked up): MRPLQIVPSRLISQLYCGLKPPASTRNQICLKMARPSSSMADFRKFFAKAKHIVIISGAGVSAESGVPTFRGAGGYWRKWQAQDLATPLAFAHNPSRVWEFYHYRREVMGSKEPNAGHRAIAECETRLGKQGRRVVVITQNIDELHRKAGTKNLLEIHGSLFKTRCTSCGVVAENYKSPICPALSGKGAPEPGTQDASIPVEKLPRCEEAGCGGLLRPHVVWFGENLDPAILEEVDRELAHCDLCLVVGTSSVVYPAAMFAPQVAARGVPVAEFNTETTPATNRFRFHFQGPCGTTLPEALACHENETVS
# ARNT-TACC3 inh = ARNT/TACC3 interaction disruption; Q9Y6A5; AlphaScreen His-ARNT PAS-B/GST-TACC3 binding, luminescence; TACC3 fragment carries E629A point mutation; inhibition, % at 9.99 µM; hit rate 0.66% among 390,000;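 active means mean inhibition of replicates at least 50% and at least half of replicates each reaching 50%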;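 further: 0% = complete ARNT plus TACC3 wells and 100% = ARNT alone without TACC3; many hits fall short of the cut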
# esBAF inh = inhibitors of esBAF chromatin remodeling in mouse ES cells; Bmi1-luciferase knock-in reporter, 24 h; 100% = twice the neutral-well signal; reporter increase, % at 12.5 µM; AID 602393; hit rate 2% among 350,000; in the data active means activation above about 40%;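 further: 0% = median of the plate's neutral control wells and 100% = double that signal; a rise in the Bmi1 reporter signal indicates esBAF inhibition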
# C2C12 statin = protects C2C12 myotubes from simvastatin toxicity; AID 602340; hit rate 0.78% among 330,000; rescue of ATP level, % at 7.49 µM; ATP luminescence, 48 h; scaled: DMSO 0, geranylgeraniol control 100;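 active means mean ATP rescue above about 67%, or every replicate alone reaching that limit, limit read from the data, passing the limit was not always enough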;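 further: myotubes were challenged with 10 µM simvastatin during compound exposure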
# miR122 inh = miR-122 inhibition in Huh7 cells | hit rate 0.3% among 340,000 | activation (reporter increase), % at 12.5 µM | Huh7 miR-122 Renilla luciferase sensor, 48 h; neutral wells = 0, positive control = 100 | AID 602342;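 active means mean replicate activation score at least 90 and every replicate individually at or above 90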;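 further: higher luciferase means less miR-122 activity so hits act as miR-122 inhibitors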
# ERp5 inh = ERp5 (human) disulfide isomerase inhibition. AID 651711. inhibition, % at 9.99 µM. ERp5 insulin aggregation, absorbance 650 nm, 90 min. hit rate 0.05% among 350,000. Q15084;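 active means mean replicate inhibition above about 25%, with every replicate also reaching it, limit read from the data, passing the limit was not always enough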
# Target sequence (Q15084 whole entry, looked up): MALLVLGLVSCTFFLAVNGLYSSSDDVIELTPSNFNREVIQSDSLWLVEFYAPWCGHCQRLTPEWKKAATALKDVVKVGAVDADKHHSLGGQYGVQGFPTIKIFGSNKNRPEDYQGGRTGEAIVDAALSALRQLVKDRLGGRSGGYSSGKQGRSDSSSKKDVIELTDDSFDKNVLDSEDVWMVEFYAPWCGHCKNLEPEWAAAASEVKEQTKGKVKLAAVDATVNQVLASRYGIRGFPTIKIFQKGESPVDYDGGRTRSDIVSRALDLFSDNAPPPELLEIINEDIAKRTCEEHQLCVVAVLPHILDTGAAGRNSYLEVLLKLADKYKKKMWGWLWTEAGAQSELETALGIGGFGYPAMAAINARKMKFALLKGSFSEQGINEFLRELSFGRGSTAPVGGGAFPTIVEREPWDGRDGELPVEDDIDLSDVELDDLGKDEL
# Starred values were filed as active, the others as inactive; · = not tested or not shown; & = joins results of further samples; [ ] = dose if it differs, or a comment. An unsorted share of the library. Share with any hit: about 4%.
SMILES,Cneo AK release,SIRT5 inh,ARNT-TACC3 inh,esBAF inh,C2C12 statin,miR122 inh,ERp5 inh
CC(C)c1ccc(Nc2nc(Cl)nc(NCc3ccco3)n2)cc1,-0.8,-0.5,-2.7,1.1,-34.5,0.8,-7.0
Cc1noc(C)c1NC(=O)Nc1ccc2c(c1)C(=O)N([C@H](C)CO)C[C@H](C)[C@H](CN(C)Cc1ccc(Cl)c(Cl)c1)O2,-2.3,4.4,1.5,0.0,-17.2,-9.1[16.7 µM],-1.1
Clc1cccc(C2CCN(Cc3nc(COc4ccccc4)no3)C2)c1 (configuration not stated),-0.1,-6.5,2.1,-3.6,5.6,-2.0,1.9
O=S(=O)(c1c(Cl)sc(Cl)c1Br)N1CCCC1,·,-2.1,-4.0,3.3,10.0,-2.6,·
N#CCCN(Cc1ccccc1)C(CCc1ccccc1)C(=O)NC1CCCCC1 (configuration not stated),-1.3,-7.3,·,-9.0,-17.2,23.1,3.7
COc1ccc(CN2CCN(C(=O)c3cccs3)CC2)cc1,0.5,·,-7.6,6.9,-7.9,0.2,·
c1ccc2c(c1)ncn2-c1ccc(-c2ccnc3ncnn23)cc1,·,-2.9,-1.2,·,·,·,-1.6
C[C@@H]1CC[C@]2(O[C@H](CCO)C[C@H](O)[C@H]2O)O1,-1.0,-2.1,-4.3,·,·,1.3,4.4
COCCNC(=O)c1nn2c(C(F)(F)F)cc(-c3ccccc3)nc2c1Cl,-2.3,-0.5,-3.6,1.4,3.9,-19.2,4.4
Oc1cccc(/C=N/n2c(C3CCCCC3)n[nH]c2=S)c1,1.9,-4.4,-4.2,0.4,3.8,-4.1,0.2
CCOc1ccc(Br)cc1C(=O)N/N=C/c1cccc(C)n1,3.8,-3.4,-3.7,1.8,-8.5,-3.7,1.6
C[C@@H]1CN([C@H](C)CO)C(=O)c2cc(NC(=O)Nc3ccc(C(F)(F)F)cc3)ccc2O[C@@H](C)CCCCO[C@@H]1CN(C)S(=O)(=O)c1ccc(Cl)cc1,-3.8,·,6.1,1.8,·,5.6[16.7 µM],·
COc1ccc(-c2cc(-c3nc4ccccn4c3NCc3ccccc3)ccc2OC)cc1,10.9,·,10.5,-24.8,-175.9,-31.6,-4.1
COC(=O)[C@H](Cc1c[nH]c2ccccc12)NC(=O)Cc1c[nH]c2ccccc12,0.1,-17.6,6.7,-0.2,8.1,·,4.1
CCOC(=O)c1c(N2C(=O)Nc3cc(Cl)c(Cl)cc3N2O)sc2c1CCCCC2,-4.4,·,1.3,-0.9,-1.8,·,·
Nc1nnc(-c2ccc(Cl)cc2)s1,-3.5,·,1.6,19.9,-6.9,0.4,·
COc1ccc(NC(=O)N2CCN(c3cccc(C(F)(F)F)c3)CC2)cc1OC,3.6,·,8.3,4.6,45.1,-3.9,·
O=c1c2ccccc2c(C=NCc2ccccn2)c(O)n1-c1ccccc1Cl,·,4.0,6.5,·,·,·,4.6
NNC(=O)CN1C(c2ccccc2)=Nc2ccc(Br)cc2C1c1ccccc1 (configuration not stated),·,-5.6,-4.4,·,·,·,-2.4
CCOC(=O)CC1NC(=O)c2ccccc21 (configuration not stated),0.4,·,-3.6,-3.7,-6.5,-5.6,·
COc1ccccc1-c1cn(CC[C@@H]2CC[C@@H](NC(=O)c3ccccc3F)[C@H](CO)O2)nn1,3.2,-1.7,1.1,-0.9,6.4,·,-1.2
N/C(Cc1cccc2ccccc12)=N\OC(=O)COc1ccccc1,0.5,·,-5.9,-1.0,5.5,-7.6,·
CSc1nsc(SCC(=O)Nc2cccc(NC(C)=O)c2)n1,-0.9,-1.1,-0.1,2.3,15.0,·,4.6
CCCCP(=O)(CCCC)Cc1ccccc1,-14.0,·,-2.1,-7.7,·,6.2,·
S=C1NCN(CCc2ccccc2)CN1,1.4,-4.0,-5.3,·,·,-4.3,-0.8

# Taken from above for reference:
SMILES,Cneo AK release,SIRT5 inh,ARNT-TACC3 inh,esBAF inh,C2C12 statin,miR122 inh,ERp5 inh
CCOC(=O)CC1NC(=O)c2ccccc21 (configuration not stated),0.4,·,-3.6,-3.7,-6.5,-5.6,·
COc1ccccc1-c1cn(CC[C@@H]2CC[C@@H](NC(=O)c3ccccc3F)[C@H](CO)O2)nn1,3.2,-1.7,1.1,-0.9,6.4,·,-1.2
N/C(Cc1cccc2ccccc12)=N\OC(=O)COc1ccccc1,0.5,·,-5.9,-1.0,5.5,-7.6,·

# The listing continues:
SMILES,Cneo AK release,SIRT5 inh,ARNT-TACC3 inh,esBAF inh,C2C12 statin,miR122 inh,ERp5 inh
Cc1ccc2c(c1)c1ncn(Cc3ccc(F)cc3)c(=O)c1n2C,1.2,-4.6,9.5,-3.0,4.2,3.2,-0.2
Cc1ccc(NC(=O)CN2CCc3cc4c(cc3C2C)OCCCO4)cc1 (configuration not stated),-0.7,0.7,-0.9,0.7,7.6,-1.0,-13.3
C[C@H](CO)N1C[C@H](C)[C@@H](CN(C)S(=O)(=O)c2ccccc2)OCCCC[C@H](C)Oc2ccc(NC(=O)Nc3cccc4ccccc34)cc2C1=O,-0.3,1.2,-27.1,-5.6,·,3.7[16.7 µM],-4.1
COCCNC(=O)C[C@H]1C[C@H]2c3cc(NC(=O)c4ccc5c(c4)OCO5)ccc3O[C@H]2[C@H](CO)O1,53.5,1.7,3.3,-1.0,6.3,3.8[16.7 µM],-2.8
C[C@H]1CN([C@@H](C)CO)C(=O)c2cc(NC(=O)c3ccncc3)ccc2O[C@@H]1CN(C)S(=O)(=O)c1ccc(Cl)cc1,-1.5,0.5,5.9,-1.4,-25.1,-3.2[16.7 µM],-0.8
COc1ccc(CN(C2CCCCC2C)S(=O)(=O)c2ccc(S(=O)(=O)N(C)C)cc2)cc1OC (configuration not stated),·,12.3,3.5,·,·,·,2.5
O=C(NCCC(=O)N1CCN(c2ccccn2)CC1)c1ccc(Cl)cc1,-0.2,-6.0,-1.3,-4.8,2.8,-1.4,-5.7
CCCNC(=O)Nc1ccc2c(c1)C(=O)N(C)[C@H]1CC[C@H](CC(=O)O)O[C@@H]1CO2,-0.5,·,-18.3,-1.3,-23.1,-16.7[16.7 µM],·
N=C1C(c2nc(-c3ccc(Br)cc3)cs2)=C(O)CN1NC(=O)c1ccc([N+](=O)[O-])cc1,·,2.0,-1.7,·,·,·,5.1
O=C1CCCc2c1[nH]c1ccc(Cl)cc21,9.1,·,0.0,-2.7,3.1,-8.1,·
CCOCCCNC(=O)c1ccc(Cn2c(=O)[nH]c3ccsc3c2=O)cc1,0.0,2.2,-7.5,-0.4,-9.8,0.3,1.0
CCCC(=O)NC(=S)Nc1ccc(S(=O)(=O)Nc2ccc(OCC)cc2)cc1,-3.4,·,·,-4.9,-21.2,181.2*,·
Cc1ccc(S(=O)(=O)/C(C#N)=C/c2c(N3CCCCC3)nc3ccccn3c2=O)cc1,-2.1,0.6,·,·,·,-6.7,1.4
CC(=O)N1[C@@H](CO)[C@@H]2c3ccccc3N(C(=O)c3ccc(F)cc3)C[C@@H]21,-3.2,-3.6,0.8,8.1,-3.1,4.5[16.7 µM],-3.2
COC(=O)[C@@H]1[C@@H](CO)[C@@H]2Cn3c(ccc(-c4ccccc4OC)c3=O)[C@@H]2N1CC1CCOCC1,-4.5,3.7,1.0,8.9,7.9,-8.1[16.7 µM],3.7
CC(C)NC(=O)C1(C)Cc2c(-c3cccc(C(F)(F)F)c3)ccnc2O1 (configuration not stated),-11.8,1.0,·,6.3,1.4,·,3.9
C[C@@H]1CN([C@@H](C)CO)C(=O)Cc2cc(NC(=O)Cn3cnnn3)ccc2O[C@H]1CN(C)S(=O)(=O)c1cccs1,44.8,10.6,·,-5.4,31.8,-3.1[16.7 µM],-0.1
Cc1ccc2nc3nc(NCC4CCCO4)c(C(=O)NC4CCCC4)cc3c(=O)n2c1 (configuration not stated),6.8,·,-6.2,-2.7,2.7,-6.0,·
Cc1ccc(NC(=O)/C(=C\c2cccnc2)NC(=O)c2ccco2)cc1,·,·,-0.3,0.5,-0.3,-2.6,·
CCSc1cc(C2C(C(=O)OC)=C(C)NC3=C2C(=O)CCC3)c(C)o1 (configuration not stated),1.3,·,-0.8,-3.0,14.1,-0.3,·
CCCCCn1c(SCCCC)nc2c1c(=O)[nH]c(=O)n2C,-0.5,·,-5.9,-3.3,3.9,-1.6,·
CC(OC(=O)CCc1nc2ccccc2c(=O)[nH]1)C(=O)c1ccc(Br)cc1 (configuration not stated),-0.4,-5.8,0.4,·,·,-3.1,2.1
COc1cccc(-c2nn(C)c3sc(C(=O)NCCCN(C)Cc4ccccc4)cc23)c1,1.0,-3.0,22.1,-10.6,5.5,7.4,0.5
c1ccc2c(CCNc3ncnc4nc[nH]c34)cccc2c1,-2.0,·,-8.8,38.4,85.8*,-15.7,·
CN(Cc1ccco1)c1ncnc2ccc(-c3ccc4c(ccn4C)c3)cc12,0.2,0.1,·,4.4,-52.7,3.2,-0.4

# As entered above:
# Result of CCCCCn1c(SCCCC)nc2c1c(=O)[nH]c(=O)n2C under miR122 inh: -1.6
# Result of Cc1ccc(NC(=O)CN2CCc3cc4c(cc3C2C)OCCCO4)cc1 (configuration not stated) under miR122 inh: -1.0
# Result of CN(Cc1ccco1)c1ncnc2ccc(-c3ccc4c(ccn4C)c3)cc12 under Cneo AK release: 0.2

# The results go on:
SMILES,Cneo AK release,SIRT5 inh,ARNT-TACC3 inh,esBAF inh,C2C12 statin,miR122 inh,ERp5 inh
CO[C@H]1CC[C@@H]2CCOc3ccc(C#N)cc3C(=O)N(C)[C@@H](C)C(=O)N(C)C[C@H]1O2,0.0,-3.6,2.9,-0.1,13.2,·,10.5
COc1ccc(S(=O)(=O)Nc2ccc3c(c2)C(=O)N([C@@H](C)CO)C[C@@H](C)[C@@H](CN(C)CC2CCCCC2)OCCCC[C@H](C)O3)cc1,-3.3,·,-9.7,-1.1,·,-9.5[16.7 µM],·
CCc1ccc(C(=O)COC(=O)CNC(=O)c2ccc(Br)o2)cc1,1.5,-1.8,3.2,4.0,1.3,3.7,3.7
COc1ccc(CC(=O)OCc2cc3ccc(C)cc3[nH]c2=O)cc1,5.0,·,-3.6,-2.2,-30.7,-2.6,·
Cc1noc(C)c1NC(=O)N(C)C[C@H]1OCc2cnnn2CCCC(=O)N([C@@H](C)CO)C[C@H]1C,-1.1&0.1,-5.4&-2.4,-5.9,-0.3&2.7,2.6&-3.3,-1.8,6.0&-8.7
CC(C)C(=O)Nc1ccc(NC(=S)NC(=O)c2cc3ccccc3o2)cc1,·,-8.0,1.2,·,·,·,-8.2
CCN1CCN(S(=O)(=O)c2ccc(Cl)c(C(=O)NCCOc3ccc(C)cc3)c2)CC1,-1.7,-1.2,34.1,0.4,-1.3,1.7,7.0
Cc1ccc(N=Nc2c(C)[nH]n(-c3ccccc3)c2=O)cc1,·,-2.3,-0.2,·,·,·,-1.9
Cc1cc(C)c(C)c(S(=O)(=O)Nc2cccc(-n3cnnn3)c2)c1C,·,-5.3,1.2,·,·,·,5.5
COc1ccccc1CNC(=O)C1CCC(CNc2c(N3CCOCC3)c(=O)c2=O)CC1 (configuration not stated),-2.3,2.6,-3.2,-4.7,13.5,-2.0,2.4
O=C(Nc1cccc(S(=O)(=O)N2CCCC2)c1)c1cccc(S(=O)(=O)N2CCOCC2)c1,-2.4,-0.7,3.0,-6.4,11.0,2.6,10.1
O=C(O)CCn1c(=S)oc2ccccc21,0.3,·,2.0,6.3,-21.0,1.1,·
Cc1ccc(N(CC(=O)NCc2ccc(F)cc2)C(=O)c2snc(C(N)=O)c2N)cc1C,0.3,·,-5.3,4.7,5.0,·,0.8
COc1ccc(CC(NC(C)=O)C(=O)NC2CCN(C(=O)Nc3ccc(C#N)cc3)CC2)cc1OC (configuration not stated),-0.1,-1.1,2.3,2.3,5.3,-3.6,5.0
O=C(Cn1c2c(c(-c3ccccc3)cc1=O)CCCC2)N1CCCCCC1,2.9,-0.6,-0.1,-8.8,9.7,-1.1,-3.9
C[C@@H]1CCCCO[C@@H](CN(C)S(=O)(=O)c2ccc(Cl)cc2)[C@@H](C)CN([C@@H](C)CO)C(=O)c2cc(NC(=O)Nc3ccc4c(c3)OCO4)ccc2O1,-11.2,0.5,-3.1,3.2,·,-2.1[16.7 µM],1.2
Cc1cc(NC(=O)C(Cl)c2ccccc2)no1 (configuration not stated),-1.9,-4.1,2.5,-5.6,7.2,-1.9,3.9
